Source: PubChem BioAssay (several laboratories)
DDE Tn6 FP inh – inhibitors of Tn6 peptide binding to fibrin DD(E), primary screen, biochemical, fluorescence polarization, human fibrin, Tn6 probe. Fibrin DD(E) TRITC-Tn6 fluorescence polarization displacement. inhibition, % at 8.3 µM. 370,000 tested, 0.21% active. AID 720509, 2013;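 active = inhibition above a per-campaign cutoff: mean of compounds within control limits plus 3 SD, cut at about 15% in these data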;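 also: 0% = median of all compound wells on the plate and 100% = blocking peptide control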
Target sequence (P02675 whole entry, looked up): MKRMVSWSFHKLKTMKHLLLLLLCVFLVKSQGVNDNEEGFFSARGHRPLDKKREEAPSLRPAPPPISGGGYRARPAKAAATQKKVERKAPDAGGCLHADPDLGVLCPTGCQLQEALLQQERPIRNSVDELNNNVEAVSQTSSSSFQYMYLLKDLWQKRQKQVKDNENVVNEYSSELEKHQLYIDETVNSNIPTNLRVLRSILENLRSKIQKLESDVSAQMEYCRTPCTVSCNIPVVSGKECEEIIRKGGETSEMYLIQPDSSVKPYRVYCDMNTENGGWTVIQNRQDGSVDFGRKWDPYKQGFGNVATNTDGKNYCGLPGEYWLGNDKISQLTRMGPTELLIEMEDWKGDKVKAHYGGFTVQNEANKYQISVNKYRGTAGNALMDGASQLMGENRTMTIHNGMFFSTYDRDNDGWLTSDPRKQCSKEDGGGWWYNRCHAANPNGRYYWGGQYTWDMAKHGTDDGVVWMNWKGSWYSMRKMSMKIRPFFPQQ
PLC-gamma1 inh – PLC-gamma1 enzyme inhibitors, primary screen, biochemical, fluorescence, purified enzyme; fluorogenic substrate; inhibition, % at 12.2 µM; 370,000 tested, 0.84% active; AID 720700, 2013; in the data active = inhibition above about 9.5%
ASAP1 inh – inhibitors of human ASAP1 ArfGAP activity, primary screen, biochemical, fluorescence polarization. Arf-GAP with SH3 domain, ANK repeat and PH domain-containing protein 1 (Homo sapiens), …. ASAP1-stimulated ARF1 GTP hydrolysis, GDP FP detection. inhibition, % at 16.5 µM. 360,000 tested, 0.19% active; in the data active = inhibition above about 25%;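 also: 0% = vehicle with enzyme and substrate and 100% = no enzyme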
HGIII-sPLA2 inh – human group III sPLA2 inhibitors, primary screen, biochemical, QFRET, BODIPY PC-A2 liposome substrate | inhibition, % at 12.2 µM | 370,000 tested, 0.56% active | QFRET BODIPY PC-A2 liposome hydrolysis, fluorescence | AID 743126, 2013 | Group 3 secretory phospholipase A2 (Homo sapiens), Q9NZ20;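 active = inhibition above mean plus 3 SD of compounds lying within the high and low control bounds, cut at about 19% in these data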;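 also: 0% = median of test compound wells and 100% = no enzyme DMSO wells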
Tn7 DDE FP – inhibitors of Tn7 peptide binding to fibrin DD(E), primary screen, biochemical, fluorescence polarization, human fibrin, Tn7 probe | Fibrinogen beta chain (Homo sapiens), P02675 | FP displacement of FITC-Tn7 peptide from fibrin DD(E); 0% = median of compound wells per plate | inhibition, % at 8.3 µM | 370,000 tested, 0.13% active;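 active = inhibition above the mean of compounds falling within the control limits plus 3 SD of them, cut at about 14% in these data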;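 also: 0% = plate median of compound wells and 100% = 10 µM Aha-Tn7 peptide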
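Assay system: human fibrin DD(E) protein / Input: 2 µM fibrin DD(E) / Benchmarks: high control of 10 µM Aha-Tn7 peptide / Measured by: fluorescence polarization of the labelled Tn7 tracer / Medium: Tris buffer with calcium and detergent, pH 7.8 / Timing: 10 min compound pre-incubation, 3 h probe incubation at room temperature / Repeats: one replicate per compound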
ARFGAP1 inh – inhibitors of rat ARFGAP1 GAP activity, primary screen, biochemical, fluorescence polarization, GDP tracer | ADP-ribosylation factor GTPase-activating protein 1 (Rattus norvegicus), Q62848 | Arfgap1-stimulated ARF1 GTP hydrolysis, GDP FP detection | inhibition, % at 16.5 µM | 360,000 tested, 0.26% active;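 active = inhibition above a per-plate limit, mean inhibition of low control wells plus 3 SD, cut at about 25% in these data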;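 also: 0% = DMSO wells with enzyme and 100% = wells lacking Arfgap1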
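material = rat Arfgap1 catalytic domain, aa 1-136 | also added = human ARF1(Δ1-17)-GTP substrate | compound dosing = one concentration, 16.5 µM, DMSO 1.26% | times = GTP hydrolysis reaction 2 h at 25 °C | measured by = FP, GDP Alexa 633 tracer displaced from anti-GDP antibody, 620/688 nm | evaluation = percent inhibition of Arfgap1-stimulated GTP hydrolysis | replication = single well per compound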
proKLK7 act – proKLK7 zymogen activators, primary screen, biochemical, fluorescence intensity; Kallikrein-7 (Homo sapiens), P49862; 370,000 tested, 0.9% active; AID 652039, 2013; purified proKLK7, EDANS-DABCYL substrate fluorescence; 100% is mature enzyme control, 0% vehicle; activation, % at 7 µM;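 active = activation above the mean of all tested compounds plus 3 SD, computed per campaign excluding outliers beyond control limits, cut at about 13% in these data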
UHRF1 MBD2 ctr – UHRF1 methylated DNA binding inhibitors, primary screen, counter-screen for MBD2 inhibitor project, biochemical, TR-FRET, human UHRF1, single concentration; 370,000 tested, 0.75% active; UHRF1 binding to methylated oligo; AID 687016, 2013; inhibition, % at 4.4 µM; E3 ubiquitin-protein ligase UHRF1 (Homo sapiens), Q96T88; in the data active = inhibition above about 21%;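 also: UHRF1 SRA domain binding a hemimethylated CpG hairpin DNA probe; 0% = median of test compound wells and 100% = reference inhibitor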
NR1D1 modulator – modulators of Rev-erb alpha DNA binding, primary screen, biochemical, FITC-DNA, fluorescence polarization, uHTS | Rev-erbα–FITC-DNA binding, 90 min | 370,000 tested, 0.79% active | Nuclear receptor subfamily 1 group D member 1 (Homo sapiens), P20393 | activity, % at 10 µM;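 active = activity above about 14%, limit read from the data; passing the limit was not always enough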;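 also: 0% = DMSO wells with 35 nM protein and 100% = DMSO wells with 750 nM protein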
Target sequence (P20393 whole entry, looked up): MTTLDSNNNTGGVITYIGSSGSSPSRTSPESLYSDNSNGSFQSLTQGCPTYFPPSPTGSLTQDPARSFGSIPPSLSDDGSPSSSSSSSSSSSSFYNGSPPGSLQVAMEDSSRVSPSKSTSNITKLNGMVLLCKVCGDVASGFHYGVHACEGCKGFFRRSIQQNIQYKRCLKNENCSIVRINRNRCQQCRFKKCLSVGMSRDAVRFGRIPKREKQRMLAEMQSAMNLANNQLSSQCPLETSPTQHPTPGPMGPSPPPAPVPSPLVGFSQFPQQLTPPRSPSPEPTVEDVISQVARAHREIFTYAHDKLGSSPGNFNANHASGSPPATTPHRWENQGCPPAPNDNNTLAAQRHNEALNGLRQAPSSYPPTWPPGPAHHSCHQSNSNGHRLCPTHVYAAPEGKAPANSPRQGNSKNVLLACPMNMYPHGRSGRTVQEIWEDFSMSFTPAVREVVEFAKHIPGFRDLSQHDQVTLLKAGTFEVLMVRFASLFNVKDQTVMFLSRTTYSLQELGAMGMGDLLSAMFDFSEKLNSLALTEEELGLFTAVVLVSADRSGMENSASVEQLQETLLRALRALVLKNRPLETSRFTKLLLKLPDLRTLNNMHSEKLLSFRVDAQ
PLC-beta3 inh – human PLC-beta3 inhibitors, primary screen, biochemical, fluorescence. 370,000 tested, 0.18% active. AID 720704, 2013. Purified PLC-beta3, fluorogenic substrate. inhibition, % at 12.2 µM; in the data active = inhibition above about 11%;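 also: 0% = median of compound wells on plate and 100% = full blocker control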
* = called active by the depositor; x = not tested or not shown.

SMILES | DDE Tn6 FP inh | PLC-gamma1 inh | ASAP1 inh | HGIII-sPLA2 inh | Tn7 DDE FP | ARFGAP1 inh | proKLK7 act | UHRF1 MBD2 ctr | NR1D1 modulator | PLC-beta3 inh
CCOc1ccc(OCCC(=O)NNC(=O)c2ccncc2)cc1 | 4 | 0 | -1 | 4 | -3 | 10 | 0.4 | 0 | -3 | 0
O=C(c1cnn2c(C(F)F)cc(-c3ccccc3)nc12)N1CCCCC1c1cccnc1 (stereo not given) | 9 | -34 | 0 | 7 | 0 | 1 | -2.8 | 3 | 1 | -54
Oc1ccccc1N1CCN(c2ncccn2)CC1 | 1 | -1 | -3 | 2 | 4 | -8 | -0.3 | 0 | -2 | 0
O=C(c1ccc2c3n(nc2c1)-c1ccc(Cl)cc1CO3)N1CCOCC1 | -4 | -27 | 9 | 0 | -9 | 4 | 0.9 | -6 | -1 | -42
CCn1c2ccccc2c2cc(NC(=O)CSc3nnc(-c4cccc(C)c4)o3)ccc21 | 0 | 1 | 5 | -9 | 5 | -5 | -0.7 | -1 | 6 | -2
Cc1cc(=O)[nH]c(N2CCc3ccccc3C2)n1 | -6 | -3 | 6 | 1 | 2 | 0 | 0.0 | -2 | 0 | -4
O=C(/C=C/c1ccc(F)cc1)c1ccc(N2CCOCC2)cc1 | -3 | 1 | -11 | -1 | -1 | -1 | 0.7 | 1 | -1 | -4
O/N=C/c1cc2ccccc2n1Cc1ccccc1F | -1 | -2 | -3 | -20 | -3 | 17 | 0.2 | 0 | 2 | -7
CC1=CC2=NC(=O)CC(C)(C(=O)N(CC(=O)NC3CCCC3)c3ccccc3F)N2C=C1 (stereo not given) | 2 | -56 | 13 | 8 | 4 | 21 | 3.2 | 2 | -3 | -93
CC1CCCCN1C(=O)c1ccc(COc2ccc([N+](=O)[O-])cc2)o1 (stereo not given) | 0 | 2 | -9 | 1 | 2 | -2 | 0.2 | -1 | -6 | 3
CCOc1ccc(NS(=O)(=O)c2ccc(C(=O)NCC(c3ccco3)N(C)C)cc2)cc1 (stereo not given) | 0 | -19 | -8 | -6 | 2 | -7 | -0.6 | -1 | -3 | -9
FC(F)(F)c1ccccc1CNCc1ccc2c(c1)OCO2 | 1 | 1 | -3 | 3 | 7 | -5 | 0.0 | 1 | -2 | -3
O=C(c1ccc2c(c1)OCO2)N(Cc1ccco1)C1(C(=O)NC2CCCCC2)CCCCC1 | 5 | 1 | -2 | -5 | -2 | -4 | 0.0 | -2 | -3 | 1
CCC(C)N(CCNC(=O)CC1Oc2ccccc2NC1=O)C1CCCCC1 (stereo not given) | 10 | 0 | 9 | -3 | 1 | 2 | 0.1 | -2 | 1 | -4
O=C1N=c2ccccc2=C1c1sc(Nc2cccc(O)c2)nc1O | -31 | 0 | 2 | -22 | -3 | -5 | 0.0 | -2 | 3 | -5
CCOC(=O)C1(CC2CC2)CCN(Cc2cn[nH]c2-c2ccccc2)CC1 | 3 | -1 | 10 | -1 | -3 | 7 | -0.1 | 4 | -1 | 2
COc1ccc(OC)c(NC(=O)C23CC4CC(C2)CC(n2cnc(Br)n2)(C4)C3)c1 | -2 | 5 | 7 | -9 | -5 | 8 | 0.6 | 5 | 0 | 4
O=C(O)C1C(c2ccccc2)c2ccccc2C(O)C1CO (stereo not given) | -9 | 3 | -9 | 0 | -12 | 13 | -0.8 | 0 | 7 | 2
Cc1n[nH]c(=O)c2c(NC(=O)CSc3nnc(-c4ccncc4)n3C)oc(C)c12 | -4 | 0 | 2 | 5 | 6 | 6 | -1.4 | -3 | -1 | -9
COc1ccc(Cl)cc1NC(=O)CN(C)CC(=O)Nc1c(C)n(C)n(-c2ccccc2)c1=O | 1 | 2 | -14 | 1 | 10 | -10 | 0.2 | 0 | -1 | -5

Brought forward from above: two entries; new compounds follow.
SMILES | DDE Tn6 FP inh | PLC-gamma1 inh | ASAP1 inh | HGIII-sPLA2 inh | Tn7 DDE FP | ARFGAP1 inh | proKLK7 act | UHRF1 MBD2 ctr | NR1D1 modulator | PLC-beta3 inh
Cc1n[nH]c(=O)c2c(NC(=O)CSc3nnc(-c4ccncc4)n3C)oc(C)c12 | -4 | 0 | 2 | 5 | 6 | 6 | -1.4 | -3 | -1 | -9
COc1ccc(Cl)cc1NC(=O)CN(C)CC(=O)Nc1c(C)n(C)n(-c2ccccc2)c1=O | 1 | 2 | -14 | 1 | 10 | -10 | 0.2 | 0 | -1 | -5
CCOC(=O)c1ccc(N/C=C/C(=O)C(C)(C)C)cc1 | -8 | -3 | 0 | -10 | 5 | 12 | 0.2 | -1 | -2 | -4
COc1ccccc1NC(=O)/C(=C\c1cccnc1)NC(=O)c1ccc(C)cc1 | 0 | -1 | -5 | 5 | 4 | 5 | 0.4 | 2 | 2 | -14
COc1ccccc1C(=O)NCCC(=O)NCc1cccs1 | -10 | 2 | 14 | 13 | 1 | -14 | 0.5 | -2 | 0 | -3
Cc1cc(OC(C)C(=O)NCc2ccncc2)c2c(C)c(C)c(=O)oc2c1 (stereo not given) | 4 | -89 | -11 | -2 | -1 | -4 | 4.3 | 14 | 0 | -134
CCc1nc(N2CCCC2C(=O)O)c2oc3ccccc3c2n1 (stereo not given) | 0 | 0 | 8 | 12 | 1 | 6 | -0.1 | -3 | -3 | 0
CCS(=O)c1ccccc1C(=O)O (stereo not given) | -2 | 0 | 16 | 5 | -1 | 1 | 0.2 | -1 | -8 | 2
CCCCNC(=O)N(O)C1N(/N=C/c2ccco2)C(=S)SC1(C)C (stereo not given) | -4 | -3 | -13 | 15 | 1 | 8 | -0.3 | 0 | 1 | -9
C[C@@H]1CN([C@H](C)CO)C(=O)c2c(c3ccccc3n2C)-c2ccccc2CO[C@H]1CN(C)C(=O)Cc1ccccc1 | 0 | 1 | 14 | -16 | -3 | 8 | 0.2 | -2 | 1 | 0
CN1CCCCC1(C)C(=O)NCc1cc(Cl)ccc1F (stereo not given) | -9 | 1 | 17 | 9 | -6 | 2 | -0.7 | 0 | -9 | 3
COC(=O)C1CN(Cc2cn(Cc3ccc(C)cc3)nn2)CCS(=O)(=O)N1Cc1ccc(C)cc1 (stereo not given) | 4 | 8 | x | 4 | -6 | x | 0.0 | 15 | 0 | 3
Nc1ccc(Sc2nnnn2-c2ccccc2)c(Cl)c1 | -2 | -2 | 2 | -19 | -3 | -4 | 0.2 | 4 | 3 | 1
CC(C)CN(C(=O)CCC(=O)OC(C)C(=O)Nc1cccc(C#N)c1)c1c(N)n(CC(C)C)c(=O)[nH]c1=O (stereo not given) | 1 | 0 | -12 | 3 | 3 | 0 | 0.1 | -1 | 1 | -3
CC(=O)NS(=O)(=O)c1ccc(NC(=O)c2cc(-c3ccc(C)cc3)nc3ccccc23)cc1 | -4 | -1 | -8 | -30 | -9 | 5 | 0.1 | 5 | 0 | 4
COc1ccccc1N1CCN(C2CCCN(Cc3cc(F)cc(F)c3)C2)CC1 (stereo not given) | 0 | -3 | 3 | 17 | 7 | 2 | -0.8 | 4 | 1 | 0
CCCN1CCC(NC(=O)Nc2cccc3ccccc23)CC1 | 2 | -6 | -5 | 7 | -5 | 7 | 0.2 | 1 | 1 | -12
C=C[C@@H]1c2cc(C)ccc2N(S(=O)(=O)c2ccc(C)cc2)[C@H](c2ccccc2)C1(C#N)C#N | 1 | 3 | -2 | 5 | 14* | -7 | 0.3 | 1 | 1 | 0
COc1ccc(NC(=O)Nc2ccccc2C(N)=O)cc1 | 2 | -3 | 0 | 2 | 4 | -4 | 1.3 | -4 | -3 | 0
O=C(c1cc(COc2c(F)cccc2F)on1)N1CCc2ccccc2C1 | 3 | -2 | 2 | -6 | 4 | -5 | 0.2 | 2 | -3 | -12
COC(=O)[C@]12C[C@H](CC(=O)NCCc3ccccc3OC)C(=O)N(Cc3ccc(Cl)cc3Cl)C1=C[C@H](C(C)(C)C)O[C@@H]2C | 5 | -2 | x | -2 | 4 | x | 0.3 | -3 | -1 | 4
O=C(NC(=S)NCCN1CCOCC1)c1ccc(F)cc1 | 1 | 3 | 0 | 11 | -2 | 6 | -0.1 | 3 | 0 | 2
CCOC(=O)c1ccc(NC(=O)CC2OCCN(CC)C2=O)cc1 (stereo not given) | -3 | -5 | 5 | -14 | 3 | 7 | 0.2 | 1 | -2 | -8
CN(C(=O)CC1C(=O)NCCN1CC(c1ccccc1)c1ccccc1)C(C1CC1)C1CC1 (stereo not given) | 2 | -3 | 10 | -11 | -7 | -9 | 0.2 | 0 | 7 | -10
CCc1cc(=O)n2c([nH]c3ccccc32)c1C#N | -2 | -74 | -3 | -6 | -4 | -18 | 2.1 | 0 | 4 | -91
CCc1nc2ccccc2c(C(=O)OCC(=O)C(C)(C)C)c1C | 1 | 0 | -1 | -9 | -1 | -4 | 0.0 | -2 | 0 | 3
c1ccc(CN=C2CCCc3ccccc3N2)cc1 | -1 | -2 | -13 | -5 | -3 | -13 | 0.5 | 0 | 2 | 1
COc1ccccc1OCC(=O)OC/C(O)=C(\C#N)c1nc2ccccc2[nH]1 | -1 | -15 | -1 | -10 | 2 | -11 | -0.7 | -4 | -9 | -19
O=C(NCc1ccccc1Cl)c1[nH]c(C(F)(F)F)nc1-c1ccccc1 | -1 | 0 | 9 | -12 | 0 | 18 | 0.2 | -1 | 2 | -4
Cc1cccc(C2=NN(c3ccccc3)[C@@H](C(=O)N3CCOC3=O)[C@@H]2c2ccc(F)cc2)c1 | 8 | -418 | 2 | -17 | 10 | 7 | -229 | -1 | 2 | -500

2 entries from above, as comma-separated lines.
SMILES,DDE Tn6 FP inh,PLC-gamma1 inh,ASAP1 inh,HGIII-sPLA2 inh,Tn7 DDE FP,ARFGAP1 inh,proKLK7 act,UHRF1 MBD2 ctr,NR1D1 modulator,PLC-beta3 inh
CCc1nc2ccccc2c(C(=O)OCC(=O)C(C)(C)C)c1C,1,0,-1,-9,-1,-4,0.0,-2,0,3
O=C(NCc1ccccc1Cl)c1[nH]c(C(F)(F)F)nc1-c1ccccc1,-1,0,9,-12,0,18,0.2,-1,2,-4
